SRC1 TRFRET art: counter-screen for PPARgamma SRC-1 recruitment agonists: TR-FRET artefact; TR-FRET detection artefact counter-screen, emission ratio; active compounds read high; TR-FRET ratio at 8 µM; hit rate 0.34% among 99,000; in the data active means TR-FRET ratio above about 2300; further: inactives centre near 1800; reference of the scale not given here
SRC3 TRFRET art: counter-screen for PPARgamma SRC-3 recruitment agonists: TR-FRET artefact; PPARgamma/SRC-3 format; active compounds read high; TR-FRET ratio at 8 µM; hit rate 0.39% among 99,000; in the data active means TR-FRET ratio above about 2000; further: inactives centre near 1600; reference of the scale not given here
The depositor's hits bear a star. These rows are one share of the data; rates above refer to the full screens.

SMILES	SRC1 TRFRET art	SRC3 TRFRET art
CCn1c(=O)c(C(=O)Nc2ncccc2C)c(O)c2ccccc21	1983	1626
CCCNC(=O)Cn1nc([N+](=O)[O-])c([N+](=O)[O-])c1C	1514	1586
c1ccc(-c2cc3c(N4CCCC4)ncnc3s2)cc1	2039	1766
Nn1cnc2scc(-c3cccs3)c2c1=O	1705	1707
COc1ccc(CNc2nc(SCc3cc(=O)n4cc(Cl)ccc4n3)nc3ccccc23)cc1	1746	1641
N=c1sccn1CC(=O)Nc1cc(S(=O)(=O)N2CCCC2)ccc1Cl	1734	1619
O=[N+]([O-])c1cccc(CSc2nnc(Cc3ccccc3)n2-c2ccc(F)cc2)c1	1685	1520
N/C(CSc1ccc(Cl)cc1)=N\NC(=O)c1ccncc1	2028	1560
COc1cccc(C(=O)NC(=S)Nc2nnn(C)n2)c1	1766	1571
COc1ccc(Cc2cnc(N)s2)cc1	1658	1566
COc1ccccc1/C=C/C(=O)OCCCN(C)C	2116	1678
Cc1cccc(CCNC(=O)CCc2nnc(CCc3ccccc3)o2)n1	1676	1623
Cc1ccc(Cn2ccc(NC(=O)c3nn(C)cc3[N+](=O)[O-])n2)cc1	1696	1381
Cn1c(CNC(=O)c2cccs2)nnc1SCC(=O)Nc1ccccc1	1859	1580
O=C(CCN1CCOCC1)N1CCc2c([nH]c3ccccc23)C1c1cccc(Cl)c1 (centres undefined)	1574	1682
COc1ccc(/C=C/C(=O)C2CC2)cc1Cn1nc(C)c([N+](=O)[O-])c1C	1711	1575
CC1CN(CCOc2ccccc2[N+](=O)[O-])CC(C)O1 (centres undefined)	1851	1653
COc1cc(/C=N/NC(=O)C(N)=O)ccc1OCC(=O)N1C(C)CCCC1C (centres undefined)	1859	1480
Cc1ccc(/C=N/N=C2/NC(=O)C(CC(=O)N3CCOCC3)S2)cc1 (centres undefined)	2015	1570
CCN(CC)S(=O)(=O)c1cccc(C(=O)NN2Cc3ccccc3C2=N)c1	1857	1645
CC(C)Oc1cccc(C(=O)C2CCCN(C(=O)c3ccoc3)C2)c1 (centres undefined)	1923	1563
Cc1cc(Sc2nc(N(C)C)nc(N(C)C)n2)nc(Cl)n1	1690	1738
COc1ccc(CNC(=O)c2ccc3c(=O)n(CCCN4CCCC4=O)c(=S)[nH]c3c2)cc1	1538	1287
NC(N)=Nc1nc(-c2ccccc2)c2cc(F)ccc2n1	1948	1767
O=C(Cn1cc(C(F)(F)F)ccc1=O)NCCc1ccc(Cl)cc1Cl	1850	1671
O=C(/C=C/c1ccco1)N1CCN(C/C=C/c2ccccc2)CC1	1721	1592
CCN(CC)S(=O)(=O)c1cccc(N=NC2=C(O)CCCC2=O)c1	2023	1870
CN(C)c1ccc(-c2nnn(CC(=O)Nc3ccc4c(c3)OCCO4)n2)cc1	1521	1647
O=C(NC1CCN(Cc2ccccc2)CC1)c1cc(Br)c(Br)[nH]1	1613	1623
Cc1ccccc1Nc1nc(N)nc(CSc2nnc3ccccn23)n1	1759	1514

Ordered by length of the SMILES (highest first): 6 of the compounds above.
SMILES	SRC1 TRFRET art	SRC3 TRFRET art
COc1ccc(CNC(=O)c2ccc3c(=O)n(CCCN4CCCC4=O)c(=S)[nH]c3c2)cc1	1538	1287
CN(C)c1ccc(-c2nnn(CC(=O)Nc3ccc4c(c3)OCCO4)n2)cc1	1521	1647
CC(C)Oc1cccc(C(=O)C2CCCN(C(=O)c3ccoc3)C2)c1 (centres undefined)	1923	1563
O=C(/C=C/c1ccco1)N1CCN(C/C=C/c2ccccc2)CC1	1721	1592
Cc1cc(Sc2nc(N(C)C)nc(N(C)C)n2)nc(Cl)n1	1690	1738
NC(N)=Nc1nc(-c2ccccc2)c2cc(F)ccc2n1	1948	1767

Remaining list, next part
SMILES	SRC1 TRFRET art	SRC3 TRFRET art
CC(C)N1CCC(N2CCN(Cc3cccc4nonc34)CC2CCO)CC1 (centres undefined)	1995	1528
CCOc1cccc2sc(NN)nc12	1685	1619
O=[N+]([O-])c1ccc(S(=O)(=O)CC2CSc3nc4ccccc4n32)cc1 (centres undefined)	1835	1714
O=C(C1=C[C@@H](C2CCCCC2)C[C@@H](OCc2ccc(CO)cc2)O1)N1CCN(Cc2ccccc2)CC1	1769	1598
Cc1nc2scc(-c3ccccc3)c2c(=O)n1N=C1C=CC(=O)C=C1	1523	1556
COc1ccc(OCC#CCN2CC(C)OC(C)C2)cc1 (centres undefined)	1578	1581
Cc1ccc(NC(=O)c2ccccc2-c2cc(C)no2)cc1	1925	1611
CCN(C(=O)CSc1nc2ccccc2c(=O)n1-c1cccc(C)c1)C1CCS(=O)(=O)C1 (centres undefined)	1960	1779
COCCCNC(=S)N1CCN(c2nc3ccccc3s2)CC1	1396	1460
C=CC[N+]1(CC#Cc2ccccc2)CCCC1	1751	1552
COc1ccc(C(=O)/C=C/Nc2c(C)n(C)n(-c3ccccc3)c2=O)c(OC)c1	1951	1830
CC(NC(=S)Nc1ccccc1C(F)(F)F)C1CC2CCC1C2 (centres undefined)	1699	1831
CNCCCOc1cccc(Oc2ccccc2)c1	1744	1563
O=C(c1cccnc1)N(c1cc2sc(=O)oc2c2ccccc12)S(=O)(=O)c1ccccc1	1888	1734
O=C(NC1CCS(=O)(=O)C1)c1cccnc1 (centres undefined)	1463	1703
CC(C)c1cccc(C(C)C)c1NC(=O)c1ccccc1	1605	1568
Cc1ccccc1CSCC(=O)NC(=O)NCc1ccco1	1809	1523
COc1ccc(-c2c(C(C)=O)c(C)nc3sc4c(=O)[nH]nnc4c23)cc1	1873	1739
CC(C)CC(=O)NC(NC(=O)CC(C)C)c1cccc([N+](=O)[O-])c1	1795	1537
O=C1NCCN(C(=O)CCc2nnc(-c3ccsc3)o2)C1c1ccc(F)cc1 (centres undefined)	1894	1620
O=C(Nc1nc(-c2ccc(Cl)cc2)cs1)C1CCCO1 (centres undefined)	1830	1591
COc1ccc(N2CCN(C(CNC(=O)C(=O)NCc3ccncc3)c3ccco3)CC2)cc1 (centres undefined)	1800	1699
COc1ccc(CCNCC(=O)Nc2ccccc2C(F)(F)F)cc1	1808	1611
Cn1c(O)c(C=Nc2ccc(Br)cc2)sc1=O	1511	1416
O=C(NC1CCCCC1)N1CCCc2ccccc21	1698	1313
Cn1c(-c2sc3cc(C(F)(F)F)cnc3c2-c2cccs2)n[nH]c1=S	2475*	2332*
O=C(O)Cn1c2c(c3ccccc31)CCCC2	1677	1453
COC(=O)C1=C(C)NC(=O)NC1c1ccc(-c2ccc(F)cc2)o1 (centres undefined)	2052	1587
Fc1ccc(CNC(=S)Nc2ccc(Cl)cc2Cl)cc1	1438	1570
O=[N+]([O-])c1ccc(CSc2nc3ccccc3[nH]2)cc1	1724	1510
O=C(NCC(c1cccs1)N1CCOCC1)c1cc([N+](=O)[O-])cc([N+](=O)[O-])c1 (centres undefined)	1454	1555
CSCCC(NS(=O)(=O)c1cccs1)C(=O)NCc1ccccc1 (centres undefined)	1813	1632
O=C(c1ccc(N2CCN(C3CC(=O)N(Cc4cccs4)C3=O)CC2)cc1)c1cccnc1 (centres undefined)	1765	1698
Fc1ccc(-n2cc(-c3ccccc3)[n+]3c2SCC3)cc1	1900	1598
CCOC(=O)N1CCN(C(=O)Cc2cccc3ccccc23)CC1	1768	1537
C=CCn1c(C(CCCC)CC(O)COCCC)n[nH]c1=S (centres undefined)	1661	1436
CCC/C(O)=C1\C(=O)CCCC1=NCCc1ccc(OCC)c(OCC)c1	1687	1302
CS(=O)(=O)N1CCN(C(=O)c2cc3ccccc3oc2=O)CC1	2013	1658
Cc1ccc(S(=O)(=O)N(C)C)cc1NC(=S)NCc1ccco1	1800	1398
O=c1c2ccccc2nnn1COc1cccc2ccccc12	2057	1474
Cc1ccc(N2C(S)=C(C#N)C(=O)NC2c2cccs2)cc1 (centres undefined)	1924	1501
CCC(C(=O)Nc1cc(Cl)ccc1OC)c1ccccc1 (centres undefined)	1615	1534
COC(=O)N/N=C(C)\C=C\c1ccco1	1899	1575
COc1ccc(C2(CNC(=O)c3ccc(C)cc3)CCOCC2)cc1	1771	1593
Cc1cc(N2CCCC2)ccc1/C=C1/C(=O)N(C)C(=S)N1C	1582	1428
COc1ccc(/C=C(\C#N)C(=O)Nc2cccnc2)cc1	1865	1604
COC(=O)c1ccc(COc2ccccc2/C=C(\C#N)C(=O)Nc2c(C)cc(C)cc2C)cc1	1840	1560
O=C(CCCOc1ccc(Cl)cc1Cl)NCCCO	1786	1610
Cc1cc(C)cc(NC(=S)N2CCN(CCO)CC2)c1	1850	1535
O=c1[nH]c2ccccc2nc1/C=C/c1ccc(Cl)cc1	1788	1128

Additional entries follow:
SMILES	SRC1 TRFRET art	SRC3 TRFRET art
CCOC(=O)C1(CCc2ccccc2)CCN(C(=O)CCn2cnnn2)CC1	1579	1496
NS(=O)(=O)c1ccc(CNC(=S)NC2CC2)cc1	1891	1841
CCN1/C(=C/C=C/c2oc3ccc(-c4ccccc4)cc3[n+]2CC)Oc2ccc(-c3ccccc3)cc21	1825	1891
Cc1cccc(N(CC(=O)N2CCN(c3ccc(F)cc3)CC2)S(C)(=O)=O)c1C	2469*	1507
Cc1ccccc1NC(=O)c1ccc(Nc2c([N+](=O)[O-])cc([N+](=O)[O-])c3ccccc23)cc1	1562	1634
COc1cc(Br)cc(C2C3=C(CCCC3=O)N(c3ccc(F)cc3)C3=C2C(=O)CCC3)c1O	1671	1382
CCOc1ccc(-c2nc(N)ncc2-c2ccc(OC)cc2)c(O)c1	2133	1726
Cc1ccc(S(=O)(=O)N(C)c2cc(S(=O)(=O)Nc3ccncc3)c(C)cc2C)cc1	1750	1668
CCOc1ccc(N=C2NC(=O)/C(=C/C(=O)OC)S2)cc1	1977	1606
CC(=O)Nc1cccc(-c2nc3ccc(NC(C)=O)cc3s2)c1	2118	1765
Cc1ccc(OCCn2cc(/C=N/NC(=O)c3ccncc3)c3ccccc32)cc1	1569	1764
O=C(O)c1nccnc1C(=O)N1CCN(c2ccccc2)CC1	1587	1669
CC1CCCCC1n1c(-c2cccnc2)n[nH]c1=S (centres undefined)	1865	1638
C=CCn1c(C(C)NC(=O)COC)nc2ccccc21 (centres undefined)	1887	1543
COc1nc(-c2ccc(Cl)cc2)nnc1C	2102	1665
Cc1cc(NC(=O)CSc2nc(-c3ccccc3)nc3c2c(=O)n(C)c(=O)n3C)no1	1744	1349
O=C1NC(=O)C2C1C(c1ccc([N+](=O)[O-])cc1)=NN2Cc1ccccc1 (centres undefined)	1873	1621
Cc1cccn2cc(CCNS(=O)(=O)c3ccc([N+](=O)[O-])cc3)nc12	2101	1649
COc1ccc(-c2ccc(C(=O)O)c(=O)[nH]2)cc1	1878	1639
Cn1cnnc1SCC(=O)Nc1nc(-c2ccccc2)cs1	1884	1724

Laid out differently: entries from further up
| SMILES | SRC1 TRFRET art | SRC3 TRFRET art |
| --- | --- | --- |
| Cc1cc(NC(=O)CSc2nc(-c3ccccc3)nc3c2c(=O)n(C)c(=O)n3C)no1 | 1744 | 1349 |
| O=C1NC(=O)C2C1C(c1ccc([N+](=O)[O-])cc1)=NN2Cc1ccccc1 (centres undefined) | 1873 | 1621 |
| Cc1cccn2cc(CCNS(=O)(=O)c3ccc([N+](=O)[O-])cc3)nc12 | 2101 | 1649 |
| COc1ccc(-c2ccc(C(=O)O)c(=O)[nH]2)cc1 | 1878 | 1639 |

(continued)
SMILES	SRC1 TRFRET art	SRC3 TRFRET art
O=C(CSCc1ccccc1)Nc1ccc(F)c(F)c1	1726	1534
C=CCn1c(SCc2cc(=O)n3cc(C)ccc3n2)nnc1-c1ccc(F)cc1	1945	1580
COC(=O)c1nc(N)sc1C(C)C	1702	1553
Cc1c(NC(=O)c2ccc(N(C)S(C)(=O)=O)cc2)c(=O)n(-c2ccccc2)n1C	1778	1619
OC(COC(c1ccccc1)c1ccccc1)CN1CCc2ccccc2C1 (centres undefined)	1743	1594
CCOC(=O)N1CCN(C(=O)c2noc(C(C)C)c2[N+](=O)[O-])CC1	1865	1708
Cc1ccc(-c2nnc(SCC(=O)N/N=C/c3cccs3)n2-c2ccc(C)cc2)cc1	1997	1631
CCOC(=O)C1(Cc2ccc(OC)cc2)CCN(S(C)(=O)=O)CC1	1670	1492
CSc1nnc(C(C)c2ncc(C(F)(F)F)cc2Cl)n1C (centres undefined)	1621	1300
O=C(COC(=O)c1ccc(NS(=O)(=O)c2cccs2)cc1O)Nc1nc2ccccc2s1	1838	1601
Cc1[nH]n(C2=NCCS2)c(=O)c1N=Nc1cccc(C(F)(F)F)c1	1619	1436
COc1cc(/C=N/NC(=O)C(Cc2c[nH]c3ccccc23)NC(=O)OCC(C)C)cc([N+](=O)[O-])c1O (centres undefined)	1947	1787
COc1ccc([N+](=O)[O-])cc1NC(=O)CCN1CCN(CCO)CC1	1721	1481
COCCCN(C(=S)Nc1ccc(OC)cc1)C(C)c1ccncc1 (centres undefined)	1732	1400
COCCNC(=O)CCC(=O)NNc1nc2ccccc2c2nc(-c3ccccc3)nn12	1965	1665
Cc1ccc(N2CCC(N3CCN(C4CCCCC4)C(CCO)C3)CC2)cc1 (centres undefined)	2004	1733
CCOC(=O)N1CCC(NC(=O)c2cc(C(=O)NC3CCN(Cc4ccccc4)CC3)ccc2CO)CC1	1830	1743
Cc1ccc(-c2ccc(S(=O)(=O)NCC3CCCO3)cc2)cc1 (centres undefined)	1581	1407
O=C(NC(=S)Nc1nc2ccccc2s1)c1ccco1	1707	1827
CCN(CC)S(=O)(=O)c1cc(NC(=O)CSc2nc3c(cc2C#N)C(=O)CC(C)(C)C3)ccc1C	1729	1448
O=S(=O)(c1ccccc1)N1CCN(C(=S)Nc2ccc(F)cc2)CC1	1907	1376
COc1ccccc1NC(=O)CC(c1ccc(OC(C)C)cc1)c1ccccc1OC (centres undefined)	1724	1529
O=C(Nc1ccccc1)ON=C1CCCC1	1356	1546

Screening data as filed in PubChem.
